ERK AVP inh: inhibitors of vasopressin-stimulated ERK signaling pathway | HEK293-V1b, vasopressin-stimulated pERK AlphaScreen | Potency, µM (titrated, usually from 57.5 µM), for the others: top-dose activity, negative = inhibition, most hits filed as inhibitors | 0.99% of 72,000 active; further: potency means the concentration at half of the fitted maximal effect; on the % scale 0 is the no-effect control and ±100 the full control effect; nearly all actives have a fitted effect of over 55% in size
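qHTS, compounds titrated on V1b-expressing HEK293 cells. Preincubation 30 min at 37C, vasopressin 25 nM for 5 min, lysis 10 min, bead incubation 5 hr at room temperature.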
Casp7 inh: blocks human caspase-7 allosterically or competitively. P55210. recombinant caspase-7, Ac-DEVD-AFC fluorescence rate. Potency, µM (highest dose often 57.5 µM), for the others: at the highest dose activity change, negative = inhibition, hits mostly inhibitors. 0.02% of 75,000 active. AID 889; active means well fitted inhibition curve with a large enough effect in the main read-out, with a control signal flat, not every such curve was filed as active; inconclusive means small, poorly fitted or top-dose-only effect, or a change in a side signal; further: potency means the concentration at half of the fitted maximal effect; % of control where 0% means no effect
CRE-bla Fsk: CRE-bla signaling modulation under forskolin stimulation; CHO CRE-bla reporter (cAMP response element driving beta-lactamase), forskolin EC10, beta-lactamase ratio; AID 662; Potency, µM (highest dose often 38.2 µM), without a hit: at the highest dose activity change, negative = inhibition, actives largely listed as activators; 2.5% of 71,000 active; active means well fitted activation curve with a large enough effect in the signal ratio, with a control signal flat, not every such curve was filed as active; inconclusive means small, poorly fitted or top-dose-only effect, or effect the other way, or a change in a side signal; the % refers to the signal ratio; further: potency means the concentration at half of the fitted maximal effect; % of control where 0% means no effect
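Titrated compounds plus EC10 NKH 477 on CHO CRE-bla cells, 3 h, 37 °C. CCF4, 2 h RT. Ratio 460/530 nm → AC50.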
Caspase-1 inhib: caspase-1 (human) inhibition, allosteric or competitive. Caspase-1 enzyme, Ac-WEHD-AFC fluorogenic rate. Potency, µM (titrated, usually from 57.5 µM), inactives show top-dose activity change, negative = inhibition, most hits filed as inhibitors. 0.03% of 75,000 active;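 further: potency means the concentration at half of the fitted maximal effect; plate controls were vehicle for no effect and no substrate for full effect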
BRCT PPI green: BRCA1 BRCT-phosphoprotein interaction inhibition; P38398; BRCA1 BRCT-phosphopeptide binding, green fluorescence polarization; Potency, µM (titrated, usually from 76.9 µM), for the others: at the top dose activity change, negative = inhibition, usual class: inhibitors; 0.05% of 75,000 active; AID 875;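 further: potency means the concentration at half of the fitted maximal effect; plate controls were peptide without protein for full effect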
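Fluorescence polarization: His-tagged BRCT (~35 kDa BRCA1 C-terminus, 250 nM) bound to 100 nM fluorescein-labeled phosphorylated 10-aa BACH1 peptide, pH 7.3 phosphate buffer with DTT and Tween 20. Compounds incubated 12 min at room temperature; inhibition read as lowered polarization.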
BRCT PPI red: inhibitors of human BRCA1 BRCT-phosphoprotein interaction (red fluorophore). P38398. BRCT-phosphopeptide binding, red fluorescence polarization. Potency, µM (highest dose often 76.9 µM), inactives show at the highest dose activity change, negative = inhibition, actives largely listed as inhibitors. 0.03% of 75,000 active. AID 892; further: on the % scale 0 is the no-effect control and ±100 the full control effect
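Rhodamine-labelled pBACH1 10-mer (100 nM) bound to BRCT domain (100 nM) at pH 7.3; compounds incubated 12 min room temperature, polarization read. Free peptide defines full inhibition; unlabelled decapeptide titrated as control.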
A350 autofl: compounds fluorescent in Alexa 350 spectral region | Compound autofluorescence, 340/450 nm, Alexa 350 dye-equivalents; active compounds read high | max dye-equivalent concentration, M | 11% of 59,000 active | AID 590; in the data active means max dye-equivalent concentration above about 10 nM; inconclusive means mostly about 1.1 nM to 9.6 nM
Luciferase inh: firefly luciferase inhibition. Potency, µM (highest dose often 57.1 µM), for inactives: at the highest dose activity change, negative = inhibition, usual class: inhibitors. 2.2% of 72,000 active. P08659. purified firefly luciferase, luminescence, 8 min; further: potency means the concentration at half of the fitted maximal effect; on the % scale 0 is the no-effect control and ±100 the full control effect; nearly all actives have a fitted effect of over 40% in size
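Inhibition of light generation by firefly luciferase from ATP and luciferin was profiled with concentration-response curves per sample, ATP held at 10 uM within the enzyme's linear range. Plates were read by luminescence after an 8-minute ambient incubation.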
HEK293 cAMP ctrl: counter-screen for TSHR agonists: cAMP increase in parental HEK293 | 2.5% of 73,000 active | Potency, µM (series often up to 57.1 µM), for inactives: top-dose activation, actives largely listed as activators | parental HEK293 CNG cAMP sensor, membrane potential fluorescence; further: potency means the concentration at half of the fitted maximal effect; % of control where 0% means no effect; nearly all actives have a fitted effect of over 55% in size
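Counterscreen for endogenous-receptor signalling: CNG-channel HEK 293 cells report cAMP rise by membrane depolarization. After 60 min dye equilibration with 100 uM RO 20-1724, compounds incubated 30 min before bottom-read fluorescence at 590 nm.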
USP2a inhib: USP2a (human) protease inhibition; O75604; USP2a enzymatic assay, qHTS inhibition; Potency, µM (series often up to 38.3 µM), for inactives: at the top dose activity change, negative = inhibition, usual class: inhibitors; 0.1% of 60,000 active;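 further: potency means the concentration at half of the fitted maximal effect; nearly all actives have a fitted effect of over 60% in size; plate controls were DMSO for no effect and NEM full inhibition control for full effect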
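20 nM USP2 core + cpd, 30 min RT; add 20 nM Ub-PLA2/20 uM NBD C6-HPC; read Ex460/Em535 at 0 h and 2.5 h. Normalized to NEM; qHTS curve fit/classification.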
Tau filament bind: tau filament binding. P10636. recombinant tau filaments, thioflavin S fluorescence, 15 h; filaments grown with octadecylsulfate alongside compound. Potency, µM (titrated, usually from 57.1 µM), inactives show at the highest dose activity change, negative = inhibition. 2% of 71,000 active. AID 596;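 further: potency means the concentration at half of the fitted maximal effect; on the % scale 0 is the no-effect control and ±100 the full control effect; actives lower thioflavin S fluorescence by blocking filaments or displacing dye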
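Thioflavine S fluorescence (ex 450, em 510 nm) reports filaments formed from 1 uM human tau plus 30 uM ODS over 15 h at 37 C (10 mM HEPES pH 7.4, 100 mM NaCl, 5 mM DTT); compounds displacing dye or blocking filaments lower signal.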
* hit, by the source's call; i = inactive; ? = inconclusive; . = no result given; [ ] = dose if it differs, or a comment. Unless noted, the call rests on the fitted dose curve; in most records, active means well fitted curve in the direction sought with a large enough effect; inconclusive means small, poorly fitted or top-dose-only effect, or another doubt; inactive means no such curve, though single readings can be large; an effect the other way counts as inactive or inconclusive.

SMILES	ERK AVP inh	Casp7 inh	CRE-bla Fsk	Caspase-1 inhib	BRCT PPI green	BRCT PPI red	A350 autofl	Luciferase inh	HEK293 cAMP ctrl	USP2a inhib	Tau filament bind
COc1ccccc1CNC(=O)C1CCN(S(=O)(=O)c2c(C)noc2C)CC1	16.9%	-0.5%	-6.2%	-0.8%	0.0%	-0.1%	i	-0.1%	5.6%	7.6%	0.0%
CCC(C)NC(=O)c1c(C)cc(=O)oc1C (stereo unspecified)	-3.2%	-0.9%	?	0.3%	-1.7%	0.2%	i	-0.8%	10.3%	0.2%	-0.1%
CCCC[C@H]1C[C@@H]1[C@@H]1N(C(C)=O)[C@H](c2cccc(OC)c2)CC12CC2	-0.1%	-3.4%	?	-2.9%	1.0%	-1.4%	.	.	20µM*	.	7.2%
O=C(CSc1ncccc1-c1nc2ccccc2[nH]1)N1CCN(c2ccccc2F)CC1	17.7%	-2.1%	-1.6%	-4.5%	7.1%	0.0%	1.4e-08M*	-29.0%	39.6%	262.2%[activator]	-8.3%
CCn1nc(C(=O)OCC(=O)N2CCc3ccccc32)c2ccccc2c1=O	0.7%	-1.1%	?	0.2%	1.3%	-1.3%	i	-5.0%	0.9%	43.8%[activator]	-0.6%
CC(C)C(NC(=O)c1cccc(S(=O)(=O)N2CCOCC2)c1)C(=O)NCCc1ccccn1 (stereo unspecified)	5.1%	-0.5%	-14.0%	3.2%	-0.4%	2.2%	?	-2.6%	2.0%	-2.1%	3.1%
Cc1cc(Cl)ccc1OCC(=O)Nn1c(C)ccc1C	-4.5%	0.1%	?	0.4%	-1.3%	0.3%	i	1.3%	9.4%	13.1%	-2.3%
CCC1C(O)=C(c2ccccn2)C(=N)N1c1ccccc1 (stereo unspecified)	-10.2%	-4.1%	-14.9%	-2.8%	1.1%	0.3%	1.36e-08M*	3.2%	21.0%	3.4%	-7.9%
CCc1nnc(SCC(=O)Nc2ccc(C(C)=O)cc2)nc1CC	-20.0%	-1.2%	?	-0.5%	-0.2%	0.2%	i	2.2%	-5.1%	-4.0%	0.9%
Cc1cc(C)c(S(=O)(=O)Nc2nnc(C)s2)c(C)c1	-4.2%	-0.4%	0.3%	-0.2%	0.6%	0.7%	.	0.8%	1.9%	-4.6%	-7.6%
Cc1ccc(Cn2c(Sc3nccc(C)n3)nc3c2c(=O)[nH]c(=O)n3C)cc1	18.1%	1.6%	0.2%	0.2%	-0.8%	-1.2%	i	1.4%	-3.4%	1.8%	0.6%
COc1ccccc1OC(C)C(=O)O (stereo unspecified)	15.0%	-0.6%	?	0.9%	0.7%	-0.2%	i	0.6%	4.3%	-1.4%	-0.6%
Cn1c(=O)c2c(nc(SCC(=O)N3c4ccccc4CCc4ccccc43)n2C)n(C)c1=O	-2.8%	-1.0%	5.6%	-1.0%	1.0%	1.1%	i	0.5%	2.3%	0.8%	0.2%
CN(C)S(=O)(=O)c1ccc(C(=O)N2CCC(c3nc4ccccc4o3)CC2)cc1	10.7%	-0.8%	-5.4%	2.5%	7.1%	-1.6%	i	-1.8%	14.6%	8.5%	7.6%
COc1ccc(NC(=O)N2CCCC3(CCN(C(=O)c4cc(C(F)(F)F)cc(C(F)(F)F)c4)CC3)C2)cc1	1.5%	-1.3%	?	-1.8%	-7.3%	0.4%	i	2.1%[11.4 µM]	?	117.3%[activator]	-11.1%
COc1ccc(CC(=O)Nc2cccc(-c3nnc(-c4cccc(C)c4)o3)c2)cc1OC	3.16µM*	-2.3%	?	-3.0%	1.3%	-0.1%	i	?	?	24.8%	i
CCc1ccc(NC2=NC(C(=O)c3ccccc3)CC(=O)N2)cc1 (stereo unspecified)	-6.8%	-2.1%	-1.7%	-2.1%	-2.7%	-0.1%	i	-0.3%	5.0%	4.7%	-1.0%
O=C(CSc1nc2ccccc2o1)NCc1n[nH]c(=O)c2ccccc12	3.4%	1.3%	-3.7%	-0.4%	-0.3%	-0.6%	i	0.7%	2.1%	24.0%	8.0%
OC[C@@H]1O[C@@H](n2cnc3cncnc32)[C@@H](O)[C@H]1O	8.2%	1.6%	?	-1.9%	-1.2%	-2.7%	i	1.6%	17.3%	1.3%	11.2%
COc1ccc2cc(C)c(SCC(=O)Nc3cc(C)on3)nc2c1	22.3%	-2.2%	5.3%	0.2%	-3.4%	-2.5%	i	-0.5%	27.9%	-11.2%	-9.8%
Cc1ccc(C)n1NC(=O)c1ccco1	-17.6%	-4.7%	-14.8%	-2.7%	-0.6%	1.2%	i	-0.3%	5.8%	5.6%	-16.9%
O=C(Cc1c[nH]c2ccccc12)N1CCc2ccccc21	-19.6%	-1.6%	-11.4%	0.2%	-2.4%	-0.9%	i	-3.2%	-6.3%	18.0%	-12.3%
Cc1cccc(OCCC(=O)Nc2ccc(S(=O)(=O)N3CCCC3)cc2)c1	9.8%	-5.0%	-9.7%	-2.0%	-1.3%	-1.3%	i	0.4%	17.2%	16.3%	8.2%
OCCNc1nc2ccc(Cl)cc2[nH]1	-3.3%	-1.0%	?	-1.3%	-2.0%	0.1%	i	-1.8%	-1.6%	3.7%	0.6%
COc1ccccc1N1CCN(CC(O)COc2ccc3c(C)cc(=O)oc3c2)CC1 (stereo unspecified)	1.2%	-1.1%	?	1.6%	0.4%	1.0%	?	3.9%	5.5%	21.3%	15.2%

One compound at a time, as listed above.
CN(C)S(=O)(=O)c1ccc(C(=O)N2CCC(c3nc4ccccc4o3)CC2)cc1 is entered as ERK AVP inh: 10.7%; Casp7 inh: -0.8%; CRE-bla Fsk: -5.4%; Caspase-1 inhib: 2.5%; BRCT PPI green: 7.1%; BRCT PPI red: -1.6%; A350 autofl: i; Luciferase inh: -1.8%; HEK293 cAMP ctrl: 14.6%; USP2a inhib: 8.5%; Tau filament bind: 7.6%
Cc1cccc(OCCC(=O)Nc2ccc(S(=O)(=O)N3CCCC3)cc2)c1 is entered as ERK AVP inh: 9.8%; Casp7 inh: -5.0%; CRE-bla Fsk: -9.7%; Caspase-1 inhib: -2.0%; BRCT PPI green: -1.3%; BRCT PPI red: -1.3%; A350 autofl: i; Luciferase inh: 0.4%; HEK293 cAMP ctrl: 17.2%; USP2a inhib: 16.3%; Tau filament bind: 8.2%
Cc1cc(C)c(S(=O)(=O)Nc2nnc(C)s2)c(C)c1 is entered as ERK AVP inh: -4.2%; Casp7 inh: -0.4%; CRE-bla Fsk: 0.3%; Caspase-1 inhib: -0.2%; BRCT PPI green: 0.6%; BRCT PPI red: 0.7%; A350 autofl: .; Luciferase inh: 0.8%; HEK293 cAMP ctrl: 1.9%; USP2a inhib: -4.6%; Tau filament bind: -7.6%

Following part
SMILES	ERK AVP inh	Casp7 inh	CRE-bla Fsk	Caspase-1 inhib	BRCT PPI green	BRCT PPI red	A350 autofl	Luciferase inh	HEK293 cAMP ctrl	USP2a inhib	Tau filament bind
Cc1ccc(C(C)C)cc2c(C)ccc1-2	0.4%	-1.0%	.	-0.7%	0.0%	1.8%	.	.	.	16.4%	.
O=C(C1CCC1)N1CCN(Cc2ccccc2)CC1	9.8%	1.7%	-5.4%	-3.2%	-0.4%	-0.1%	i	1.9%	3.6%	.	-2.7%
Cc1cc(C)c(Cn2c(=O)n(CCCC(=O)NCc3ccco3)c(=O)c3ccccc32)c(C)c1	-11.7%	-2.1%	10µM*	0.9%	-0.2%	1.2%	i	0.7%	17.5%	-9.5%	i
Nc1cc(C(=O)N2CCCC2)cc(C(=O)N2CCCC2)c1	-14.3%	0.4%	-7.1%	-0.1%	-1.7%	0.9%	i	-0.5%	3.4%	-4.7%	3.5%
COc1ccc(NC(=O)C2CCC(=O)N2S(=O)(=O)c2ccc(C)cc2)c(OC)c1 (stereo unspecified)	-7.0%	-0.7%	4.8%	0.2%	0.0%	-0.8%	i	-1.2%	-1.5%	4.1%	-0.5%
COC(=O)c1cn(NC(=O)c2ccc3c(c2)OCO3)c(=O)c2ccccc12	14.7%	1.1%	?	0.5%	-1.0%	-2.2%	i	2.6%	11.9%	6.7%	-7.2%
COC(=O)C/C=C1\c2ccccc2[C@H](OC)[C@H]1C	4.2%[11.5 µM]	-0.8%[11.5 µM]	.	-0.8%[11.5 µM]	-2.1%[15.4 µM]	0.9%[15.4 µM]	.	2.8%[11.4 µM]	-1.7%[11.4 µM]	.	.
O=C(O)CC(c1ccccc1)n1cccc1 (stereo unspecified)	-0.7%	-1.3%	?	1.4%	-1.3%	0.2%	i	0.8%	8.1%	-2.4%	-0.3%
CN(C(=O)c1coc(=O)c2ccccc12)c1ccc(F)cc1	15.5%	-3.2%	1.7%	-0.9%	-0.8%	-2.0%	i	2.9%	0.5%	-4.7%	6.2%
Nc1ccccc1-c1nc2ccccc2[nH]1	-3.7%	-11.3%	-2.2%	-16.1%	-1.2%	0.9%	3.72e-07M*	?	-2.8%	-1.1%	-0.8%
